bIAP inh – intestinal alkaline phosphatase (bovine) inhibition; purified bovine IAP, CDP-star luminescence, 30 min; inhibition, % at 20 µM; 190,000 tested, under 10 active; AID 1019;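 active = over 50% inhibition of intestinal alkaline phosphatase at 20 µM in the single-dose screen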
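System: purified bovine intestinal alkaline phosphatase (IAP) enzyme; Input: IAP diluted 1/65,000,000 in the well; Measured by: CDP-star luminescence signal; Compound dosing: 20 µM single dose; Incubation: 30 min reaction at room temperature.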
bIAP act – intestinal alkaline phosphatase (bovine) activation | actives 0.17% (n = 200,000) | AID 1016 | activation factor at 20 µM | purified bovine IAP, CDP-star luminescence, 30 min; hits give high values; fold of DMSO-control signal, blank-subtracted;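 active = activation factor of 2 or more at 20 µM, a signal rise over negative controls twice the positive control's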
SRC2 TRFRET art – TR-FRET artefact, counter-screen to PPARgamma/SRC-2 agonist assay; hits give high values; TR-FRET ratio at 8 µM; actives 0.4% (n = 200,000); AID 1049; in the data active = TR-FRET ratio above about 2000; note: inactives centre near 1500
HMGR II inh – blocks class II HMG-CoA reductase of Enterococcus faecalis. purified E. faecalis HMGR, NADPH absorbance 340 nm kinetic. inhibition, % at 10 µM. actives 0.41% (n = 190,000);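 active = inhibition above a set limit, the median over all tested compounds plus 3 SD, cut at about 9.5% in these data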;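 note: enzyme runs in reverse so mevalonate oxidation gives rising NADPH absorbance; 0% = complete reaction with DMSO and 100% = background rate lacking mevalonate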
PPARg SRC1 recr – promotes SRC-1 coactivator recruitment by human PPARgamma; activation, % at 8 µM; P37231; actives 0.41% (n = 200,000); PPARgamma-SRC-1 coactivator recruitment biochemical assay; in the data active = activation above about 19%;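 note: 0% = DMSO and 100% = reference agonist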
Target sequence (P37231 whole entry, looked up): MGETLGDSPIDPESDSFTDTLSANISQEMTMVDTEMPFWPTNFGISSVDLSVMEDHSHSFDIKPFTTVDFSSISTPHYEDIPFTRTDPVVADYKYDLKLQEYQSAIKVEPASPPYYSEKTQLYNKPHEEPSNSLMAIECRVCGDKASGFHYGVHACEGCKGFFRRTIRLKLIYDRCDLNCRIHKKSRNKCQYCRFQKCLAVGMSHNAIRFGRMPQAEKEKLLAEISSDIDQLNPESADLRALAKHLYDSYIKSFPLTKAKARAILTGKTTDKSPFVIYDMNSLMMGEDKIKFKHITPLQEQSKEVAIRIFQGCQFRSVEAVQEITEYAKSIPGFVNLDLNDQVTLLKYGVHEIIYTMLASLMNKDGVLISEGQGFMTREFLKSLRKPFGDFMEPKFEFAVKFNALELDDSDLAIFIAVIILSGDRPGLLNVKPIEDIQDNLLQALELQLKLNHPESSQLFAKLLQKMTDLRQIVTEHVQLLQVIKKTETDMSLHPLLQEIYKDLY
TNAP inh no acc – blocks human TNAP activity with no phosphate acceptor present. P05186. purified TNAP, CDP-star luminescence, 30 min. inhibition, % at 20 µM. actives 0.26% (n = 200,000);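 active = tissue-nonspecific alkaline phosphatase inhibition above about 50% at 20 µM in the single-dose screen, limit read from the data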;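 note: 0% = DMSO negative control and 100% = EDTA positive control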
Target sequence (P05186 whole entry, looked up): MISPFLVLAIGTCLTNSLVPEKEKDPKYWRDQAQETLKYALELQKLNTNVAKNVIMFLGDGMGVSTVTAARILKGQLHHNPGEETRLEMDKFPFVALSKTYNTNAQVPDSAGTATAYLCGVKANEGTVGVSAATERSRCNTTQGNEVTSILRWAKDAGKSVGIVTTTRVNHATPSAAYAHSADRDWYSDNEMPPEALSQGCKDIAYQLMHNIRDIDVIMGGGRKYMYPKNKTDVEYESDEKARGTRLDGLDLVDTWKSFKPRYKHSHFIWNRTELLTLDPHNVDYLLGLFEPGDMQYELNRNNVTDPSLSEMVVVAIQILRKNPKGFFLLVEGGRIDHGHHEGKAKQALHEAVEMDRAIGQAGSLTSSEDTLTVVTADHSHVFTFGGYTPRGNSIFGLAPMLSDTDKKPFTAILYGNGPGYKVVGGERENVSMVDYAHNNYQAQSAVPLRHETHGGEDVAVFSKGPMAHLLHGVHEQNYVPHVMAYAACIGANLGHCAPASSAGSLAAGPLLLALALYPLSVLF
PPARg SRC2 recr – PPARgamma-driven SRC-2 recruitment agonism | PPARgamma LBD-SRC-2 recruitment, biochemical | activation, % at 8 µM | actives 0.34% (n = 200,000) | AID 1032; in the data active = activation above about 22%;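 note: 0% = vehicle and 100% = reference agonist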
PPARg SRC3 recr – promotes SRC-3 coactivator recruitment by human PPARgamma; P37231; biochemical PPARgamma/SRC-3 coactivator recruitment assay; activation, % at 8 µM; actives 0.26% (n = 200,000); AID 731; in the data active = activation above about 23%;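 note: 0% = DMSO and 100% = reference agonist; some compounds past the cut are filed as inactive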
TNAP act hiacc – activators of human TNAP at high phosphate acceptor concentration; 200,000 tested, under 10 active; AID 1136; purified TNAP, CDP-star luminescence, 1 M DEA, 30 min; hits give high values; 0 = EDTA background, 1 = DMSO-only activity; P05186; activation factor at 20 µM;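 active = activation factor at least 2 at 20 µM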
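Assay system: human TNAP; Input: enzyme diluted 1/800 final; Reagent: CDP-star luminogenic substrate at 100 µM final; Timing: 30 min, room temperature; Signal: luminescence; Evaluation: TNAP activation factor scaled between EDTA and DMSO control wells.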
TNAP inh hiacc – blocks human TNAP under high phosphate acceptor concentration; P05186; purified TNAP, CDP-star luminescence, 1 M DEA; inhibition, % at 20 µM; actives 0.03% (n = 200,000); AID 1135;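 active = over 50% inhibition of tissue-nonspecific alkaline phosphatase at 20 µM in the single-dose screen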;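 note: plate controls were DMSO wells for no effect and EDTA-quenched wells as full inhibition for full effect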
* hit, by the source's call; . = no result given; & = joins results of further samples.

SMILES	bIAP inh	bIAP act	SRC2 TRFRET art	HMGR II inh	PPARg SRC1 recr	TNAP inh no acc	PPARg SRC2 recr	PPARg SRC3 recr	TNAP act hiacc	TNAP inh hiacc
COc1ccc(CC2(CO)CCN(Cc3cnn(-c4ccccc4)c3)CC2)cc1	-1	1	1694	-4	4	-5	15	5	1	-3
Cc1ccc(NS(=O)(=O)c2ccc(NC(=O)C3CCCO3)cc2)cc1 (stereo not given)	9	0.9	1635	-8	0	-10	7	9	1	-4
Cc1nc2ccccc2c2nc3ccccc3n12	0	1	1523	1	4	-8	6	5	1	-3
N#Cc1ccc(CN2CCN(C(=O)c3ccccc3)CC2)c(Cl)c1	0	1	1537	-2	-2	-12	0	4	1.1	-10
CN(C)CCCNC(=O)c1cc2sc3ccccc3c2s1	2	1	1729	-1	-1	-6	6	3	1	-3
NC(=O)c1c(NC(=O)CSc2nc3c(c(C(F)(F)F)n2)CCc2ccccc2-3)sc2c1CCCC2	10	0.9	1541	1	4	-7	5	7	1	2
COc1ccc(C2C(C(=O)Nc3ccccn3)=C(C)Nc3ncnn32)c(OC)c1 (stereo not given)	9	0.9	1652	-3	2	-18	5	7	1	-3
CCCCN1CC(O)=C(c2nc3ccccc3[nH]2)C1=N	-64	1.6	1576	3	-12	-244	-1	0	1.1	-7
COc1ccc(N2CC(O)(c3ccc(F)cc3)[N+]3=C2CCCC3)cc1 (stereo not given)	-17	1.2	1526	-1	-1	-15	1	-3	1	-4
Cc1ccc2c(c1)[nH]c1c(N3CCN(Cc4ccc5c(c4)OCO5)CC3)ncnc12	0	1	.	.	.	-10	.	.	1	-3
CCOC(=O)N1CCC2(CC1)CC(=O)c1cc(O)ccc1O2	10	0.9	1387	-6	-5	-8	-4	-2	1	-5
Cn1cccc1/C=N/NC(=O)c1cccnc1	-12	1.1	1349	0	-7	18	-8	5	1	2
CCCCCCC(=O)Nc1cc2c(C)cc(=O)oc2cc1C	22	0.8	1541	-1	2	-5	1	0	1	0
CCC(Sc1nc(=O)cc(N)n1CCc1ccccc1)C(=O)Nc1cc(C)on1 (stereo not given)	-1	1	1449	-2	-3	-8	5	-4	1	2
CCOc1ccc(C2SCC(=O)N2c2c(C)n(C)n(-c3ccccc3)c2=O)cc1 (stereo not given)	-9	1.1	1429	0	-8	-17	-3	-8	1.1	-6
CCCc1cc(=O)n2[nH]c(-c3ccc(C)cc3)cc2n1	10	0.9	1548	0	-4	-9	-7	-3	1.1	-5
Cn1c(COc2ccc3ccccc3c2)nnc1SCC(=O)O	-7	1.1	1543	0	3	-9	2	1	1	-4
O=C1CC(c2ccco2)CC2=C1C(c1ccccc1)n1nc(C(F)(F)F)nc1N2 (stereo not given)	0	1	1506	-4	1	-9	4	-6	1	-4
COCCc1ccc(OCC(O)CNC(C)C)cc1 (stereo not given)	8	0.9	1380	-2	-1	-6	-1	0	1	1
O=C(OCCN1CCOCC1)c1cccnc1	12&13	0.9&0.9	1597&1543	-3&1	-1&4	-16&11	11&4	-2&-1	1.1&1.1	-5&-8

18 successive entries already listed, quoted:
SMILES	bIAP inh	bIAP act	SRC2 TRFRET art	HMGR II inh	PPARg SRC1 recr	TNAP inh no acc	PPARg SRC2 recr	PPARg SRC3 recr	TNAP act hiacc	TNAP inh hiacc
COc1ccc(CC2(CO)CCN(Cc3cnn(-c4ccccc4)c3)CC2)cc1	-1	1	1694	-4	4	-5	15	5	1	-3
Cc1ccc(NS(=O)(=O)c2ccc(NC(=O)C3CCCO3)cc2)cc1 (stereo not given)	9	0.9	1635	-8	0	-10	7	9	1	-4
Cc1nc2ccccc2c2nc3ccccc3n12	0	1	1523	1	4	-8	6	5	1	-3
N#Cc1ccc(CN2CCN(C(=O)c3ccccc3)CC2)c(Cl)c1	0	1	1537	-2	-2	-12	0	4	1.1	-10
CN(C)CCCNC(=O)c1cc2sc3ccccc3c2s1	2	1	1729	-1	-1	-6	6	3	1	-3
NC(=O)c1c(NC(=O)CSc2nc3c(c(C(F)(F)F)n2)CCc2ccccc2-3)sc2c1CCCC2	10	0.9	1541	1	4	-7	5	7	1	2
COc1ccc(C2C(C(=O)Nc3ccccn3)=C(C)Nc3ncnn32)c(OC)c1 (stereo not given)	9	0.9	1652	-3	2	-18	5	7	1	-3
CCCCN1CC(O)=C(c2nc3ccccc3[nH]2)C1=N	-64	1.6	1576	3	-12	-244	-1	0	1.1	-7
COc1ccc(N2CC(O)(c3ccc(F)cc3)[N+]3=C2CCCC3)cc1 (stereo not given)	-17	1.2	1526	-1	-1	-15	1	-3	1	-4
Cc1ccc2c(c1)[nH]c1c(N3CCN(Cc4ccc5c(c4)OCO5)CC3)ncnc12	0	1	.	.	.	-10	.	.	1	-3
CCOC(=O)N1CCC2(CC1)CC(=O)c1cc(O)ccc1O2	10	0.9	1387	-6	-5	-8	-4	-2	1	-5
Cn1cccc1/C=N/NC(=O)c1cccnc1	-12	1.1	1349	0	-7	18	-8	5	1	2
CCCCCCC(=O)Nc1cc2c(C)cc(=O)oc2cc1C	22	0.8	1541	-1	2	-5	1	0	1	0
CCC(Sc1nc(=O)cc(N)n1CCc1ccccc1)C(=O)Nc1cc(C)on1 (stereo not given)	-1	1	1449	-2	-3	-8	5	-4	1	2
CCOc1ccc(C2SCC(=O)N2c2c(C)n(C)n(-c3ccccc3)c2=O)cc1 (stereo not given)	-9	1.1	1429	0	-8	-17	-3	-8	1.1	-6
CCCc1cc(=O)n2[nH]c(-c3ccc(C)cc3)cc2n1	10	0.9	1548	0	-4	-9	-7	-3	1.1	-5
Cn1c(COc2ccc3ccccc3c2)nnc1SCC(=O)O	-7	1.1	1543	0	3	-9	2	1	1	-4
O=C1CC(c2ccco2)CC2=C1C(c1ccccc1)n1nc(C(F)(F)F)nc1N2 (stereo not given)	0	1	1506	-4	1	-9	4	-6	1	-4

(list continues)
SMILES	bIAP inh	bIAP act	SRC2 TRFRET art	HMGR II inh	PPARg SRC1 recr	TNAP inh no acc	PPARg SRC2 recr	PPARg SRC3 recr	TNAP act hiacc	TNAP inh hiacc
Cn1cccc1Cc1nnc(SCC(=O)NCCc2ccccc2)n1-c1ccc(F)cc1	-12	1.1	1370	-11	1	-11	-4	-1	1	-1
Cc1ccc(NC(=O)COC(=O)COc2ccc(Cl)cc2C)c([N+](=O)[O-])c1	6	0.9	1491	5	-2	-2	3	-1	1	-3
CCOC(=O)c1ccc(N=C2NC(=O)CS2)cc1	7	0.9	1320	-2	-10	-10	-10	-1	1.1	-6
COc1ccc(N/N=C(C)/C(=N/O)C(=O)Nc2ccccc2)cc1	-5	1.1	1750	-3	8	-10	10	4	1	-1
Cc1ccc(-n2nnnc2-c2nc3ccccc3s2)cc1	0	1	1495	-2	0	-21	2	-2	1	-1
Cc1ccc(C)c(NC(=O)CSc2nnc3n2CCCCC3)c1	19	0.8	1533	-10	3	-8	-7	5	1	1
N#C/C(=C\C1CC=CCC1)c1nc2ccccc2[nH]1 (stereo not given)	9	0.9	1555	1	5	-8	5	3	1	-2
CN(C)S(=O)(=O)c1cccc(NC(=O)CCSc2ccc(Cl)cc2)c1	-5	1.1	1593	0	3	-18	11	1	1	0
Cc1cccc(NC(=S)NC(NC(=O)c2ccco2)C(Cl)(Cl)Cl)c1 (stereo not given)	19	0.8	1690	-7	3	-2	15	6	1	-3
Cc1ccc(C2CC(C(F)(F)F)n3ncc(C(=O)NCc4ccco4)c3N2)cc1 (stereo not given)	3	1	1581	-6	13	-11	7	12	1.1	-7
O=C(CSc1nnc(-c2ccncc2)n1Cc1ccco1)OC1CCCCC1	-10	1.1	1483	-4	-1	-11	-1	2	1.1	-8
O=C(O)CNS(=O)(=O)c1ccc(F)cc1	8	0.9	1710	2	0	-7	3	12	1	-3
Cc1nc(N2CCOCC2)c2c(C)c(C(=O)Nc3ccc(C(F)(F)F)cc3)sc2n1	4	1	1691	1	9	2	5	6	1	3
CCOC(=O)N1CCN(C(=O)c2ccc3nc(SCc4ccc(F)cc4)n(C)c3c2)CC1	3	1	1534	-5	-1	-5	-5	-5	1	-1
COc1ccc(C2=NN(C(=O)/C=C/c3ccccc3)C(c3ccccc3)C2)c(OC(C)=O)c1 (stereo not given)	13	0.9	1456	2	-3	-23	-2	-5	1	-2
COc1ccc(-c2nnc3ccc(SCC(N)=O)nn23)cc1OC	8	0.9	1392	-1	1	-18	6	-5	1.1	-8
COc1cc(C(c2sc3nc(C)nn3c2O)N2CC(C)OC(C)C2)cc(OC)c1OC (stereo not given)	-5	1	1628	-5	5	-7	-3	1	1	-3
c1ccc(-c2nc(N3CCCCCC3)nc(-n3ccnc3)n2)cc1	15	0.9	1676	4	6	-2	2	0	1	-4
CCOC(=O)c1c(CSC(=N)N)n(-c2ccc(Br)cc2)c2cc(Br)c(OC(C)=O)cc12	8	0.9	1548	5	8	19	7	-1	1	3
O=C(NNC(=O)C1COc2ccccc2O1)c1ccccc1 (stereo not given)	-29	1.3	1476	-2	3	-9	5	8	1	-4

Record cards (already shown):
Results for `c1ccc(-c2nc(N3CCCCCC3)nc(-n3ccnc3)n2)cc1` : bIAP inh: 15; bIAP act: 0.9; SRC2 TRFRET art: 1676; HMGR II inh: 4; PPARg SRC1 recr: 6; TNAP inh no acc: -2; PPARg SRC2 recr: 2; PPARg SRC3 recr: 0; TNAP act hiacc: 1; TNAP inh hiacc: -4
Results for `O=C(NNC(=O)C1COc2ccccc2O1)c1ccccc1` (stereo not given) : bIAP inh: -29; bIAP act: 1.3; SRC2 TRFRET art: 1476; HMGR II inh: -2; PPARg SRC1 recr: 3; TNAP inh no acc: -9; PPARg SRC2 recr: 5; PPARg SRC3 recr: 8; TNAP act hiacc: 1; TNAP inh hiacc: -4

Continued:
SMILES	bIAP inh	bIAP act	SRC2 TRFRET art	HMGR II inh	PPARg SRC1 recr	TNAP inh no acc	PPARg SRC2 recr	PPARg SRC3 recr	TNAP act hiacc	TNAP inh hiacc
O=[N+]([O-])c1ccccc1/C=C/C=N/n1c(-c2ccccc2)n[nH]c1=S	46	0.5	1820	0	8	17	6	3	1	1
Cc1cccc(NC(=O)Nc2cccc(Oc3c(F)c(F)c(F)c(F)c3F)c2)c1	4	1	1359	-3	2	-55	-4	-6	1.2	-15
O=C(Nc1ccc(F)cc1F)c1cccnc1	2	1	1417	1	-2	-15	-3	7	1.1	-6
CCn1c(SCCN2CCCCC2)nnc1-c1ccc(S(=O)(=O)N2CCOCC2)cc1	-10	1.1	1459	0	8	-7	-2	-4	1	-3
CCSc1nnc(Cc2cc(=O)[nH]c(=O)[nH]2)n1-c1ccc(F)cc1	11	0.9	1686	-8	3	-8	3	1	1	-4

Screening data: PubChem BioAssay, several laboratories
